Screening results (PubChem)
MITF primary: MITF inhibitors, primary screen, biochemical, AlphaScreen, human. inhibition, % at 2.6 µM. AlphaScreen MITF homodimerization, bead proximity signal. Microphthalmia-associated transcription factor (Homo sapiens), O75030. 650,000 compounds, 0.91% hits; in the data active means inhibition above about 50%;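 further: 0% = vehicle wells with protein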
Target sequence (O75030 whole entry, looked up): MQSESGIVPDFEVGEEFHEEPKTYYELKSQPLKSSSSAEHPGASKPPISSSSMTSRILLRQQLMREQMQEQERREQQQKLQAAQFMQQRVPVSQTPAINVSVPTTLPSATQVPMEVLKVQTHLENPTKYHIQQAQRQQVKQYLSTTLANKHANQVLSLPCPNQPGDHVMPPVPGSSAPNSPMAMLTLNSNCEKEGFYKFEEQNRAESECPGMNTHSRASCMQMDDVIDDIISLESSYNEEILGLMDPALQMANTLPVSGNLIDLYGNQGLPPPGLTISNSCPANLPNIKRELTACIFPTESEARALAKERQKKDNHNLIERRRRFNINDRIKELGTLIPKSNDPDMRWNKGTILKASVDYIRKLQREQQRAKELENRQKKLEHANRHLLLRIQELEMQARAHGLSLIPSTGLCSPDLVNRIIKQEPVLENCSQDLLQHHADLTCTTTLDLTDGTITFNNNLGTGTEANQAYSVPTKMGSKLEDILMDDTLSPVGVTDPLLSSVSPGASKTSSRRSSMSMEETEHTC
FBW7 act: FBW7 E3 ligase activators, primary screen, biochemical, AlphaScreen, human. normalized activity (activation), % at 26.1 µM. 650,000 compounds, 0.13% hits. F-box/WD repeat-containing protein 7 (Homo sapiens), Q969H0. AlphaScreen FBW7–phospho-cyclin E peptide binding, activator screen. AID 1259310, 2017; in the data active means normalized activity above about 1.9%;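 further: purified mutant Fbw7 with reduced substrate affinity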
TEAD-YAP inh: TEAD-YAP interaction inhibition, primary screen, TEAD-YAP interaction inhibitor project, luminescence, HEK-TIYL cells; TEAD-Gal4/YAP UAS-luciferase luminescence; inhibition, % at 9.12 µM; 640,000 compounds, 1.4% hits; in the data active means inhibition above about 32%;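 further: 0% = median of test compound wells and 100% = reference inhibitor wells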
GPR151 activ: activators of human GPR151, primary screen, cell-based, PathHunter beta-arrestin, luminescence; G-protein coupled receptor 151 (Homo sapiens), Q8TDV0; AID 1508602, 2020; activation, % at 11.2 µM; 650,000 compounds, 1% hits; PathHunter beta-arrestin GPR151 cells; in the data active means activation above about 4.9%;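 further: 0% = median of compound wells and 100% = cells with positive control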
Target sequence (Q8TDV0 whole entry, looked up): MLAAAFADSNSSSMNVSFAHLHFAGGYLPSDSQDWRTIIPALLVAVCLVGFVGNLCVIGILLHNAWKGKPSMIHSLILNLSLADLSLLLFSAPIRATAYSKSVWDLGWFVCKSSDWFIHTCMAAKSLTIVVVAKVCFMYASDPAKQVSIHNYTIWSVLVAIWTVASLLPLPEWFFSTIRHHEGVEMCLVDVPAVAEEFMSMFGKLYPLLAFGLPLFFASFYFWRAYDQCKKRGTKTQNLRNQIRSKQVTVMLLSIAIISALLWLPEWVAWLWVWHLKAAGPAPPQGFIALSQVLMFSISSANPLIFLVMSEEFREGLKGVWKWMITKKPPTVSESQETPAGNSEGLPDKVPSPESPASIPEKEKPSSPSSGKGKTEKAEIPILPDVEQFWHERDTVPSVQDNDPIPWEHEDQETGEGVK
* hit, by the source's call; / = no result given. Compounds as they come. About 3.4% of those tested had a hit in this group.

no.	Compound	MITF primary	FBW7 act
1	CCN(CC)C(=O)[C@@H]1C[C@@H](NCc2ccncc2)CN1Cc1ccc(Cl)cc1	-1	0.0
2	CC1=NN(C(=O)CCCCC(=O)N2N=C(C)CC2(O)C(F)(F)F)C(O)(C(F)(F)F)C1 (configuration not stated)	8	0.1
3	CN1CCN(CCCN2C(=S)N(c3ccc(Cl)cc3)C(=O)C2CC(=O)Nc2ccc(Cl)cc2)CC1 (configuration not stated)	5	0.0
4	Clc1cccc2c1NC(c1ccc(Br)cc1)C1CC=CC21 (configuration not stated)	14	0.0
5	O=C(Nc1ccc(S(=O)(=O)Nc2nccs2)cc1)c1ccc(Cl)cc1[N+](=O)[O-]	20	0.1
6	CCOC(=O)C(=O)CC(=O)c1ccc(Cl)cc1	12	-0.1
7	NC1=NC(=O)/C(=C\c2ccccc2Br)S1	7	0.1
8	CCCCC[C@H](O)/C=C/[C@@H]1[C@@H](C/C=C\CCCC(=O)OCC(O)CO)[C@@H](O)C[C@H]1O (some centres not stated)	8	/
9	O=c1c2ccccc2nc(-c2ccc(F)cc2)n1NCc1cccs1	-3	-0.1
10	C=CCc1ccc(OC(=O)NC2CCCCC2)c(OC)c1	4	-0.1
11	Cc1ccc(C2CC(C(F)(F)F)n3ncc(C(=O)Nc4ccc(OC(F)(F)F)cc4)c3N2)cc1 (configuration not stated)	13	0.0
12	O=C(O)CCP(=O)(c1ccccc1)c1ccccc1	-1	0.3

no.	TEAD-YAP inh	GPR151 activ
1	-3	-0.4
2	-2	-0.2
3	-6	0.2
4	5	0.4
5	14	-1.9
6	25	-0.9
7	5	0.4
8	/	2.0
9	7	0.0
10	-19	2.3
11	4	0.3
12	4	1.7

Carrying on.
no.	Compound	MITF primary	FBW7 act
13	CCn1nc(C(=O)OC/C(O)=C(\C#N)c2nc3ccccc3[nH]2)c2ccccc2c1=O	-3	-0.3
14	CCOC(=O)c1ccc(NC(=O)CSc2nnc(NC(=O)C(C)(C)C)s2)cc1	-2	0.0
15	CCc1ccc(OC)c(S(=O)(=O)Nc2ccc3c(c2)N(C(=O)COC)CCC3)c1	0	0.0
16	CCC(C(=O)NC1CCN(C)CC1)c1ccccc1 (configuration not stated)	-5	-0.2
17	COCCCNCCCOc1ccccc1-c1ccccc1	49	-0.3
18	O=C(c1ccc(Cl)cc1)C1Oc2ccccc2C2CC(c3ccccc3)=NN12 (configuration not stated)	-5	-0.3
19	Cc1cccc(NC(=O)NC2(C(=O)NCc3ccco3)CCCCC2)c1	-14	0.0
20	O=C(CSc1cn(Cc2ccc(Cl)cc2)c2ccccc12)Nc1ccc(F)cc1	24	0.1
21	O=C(c1ccc(Cn2nnc3ccccc3c2=O)cc1)N1CCN(C(=O)c2ccco2)CC1	-4	0.1
22	O=C(CNC(=S)N(Cc1ccccc1)Cc1cccs1)NCc1ccc(F)cc1	11	0.1
23	CSc1nc2c(c(=O)n1CCc1ccccc1)SC(C)C2 (configuration not stated)	9	0.2
24	CC(C)n1cnc2c(NC3CCN(Cc4ccccc4)CC3)nc(-c3cccc(N)c3)nc21	11	-0.2

no.	TEAD-YAP inh	GPR151 activ
13	19	-0.4
14	4	-0.6
15	-3	-0.2
16	-3	1.7
17	5	-0.5
18	-6	-0.2
19	-1	-0.7
20	-28	-0.5
21	8	1.6
22	4	2.2
23	-6	-1.2
24	90*	1.6

Next section
no.	Compound	MITF primary	FBW7 act
25	CC(C)C(c1nnnn1C1CCCC1)N1CCN(c2ccc([N+](=O)[O-])cc2)CC1 (configuration not stated)	-1	0.0
26	CCCn1c(=S)[nH]c2ccc(O)cc2c1=O	11	0.6
27	CCCn1c(SCC(=O)Nc2ccc(C(C)=O)cc2)nnc1C(C)C	17	-0.1
28	Cc1cc(C)cc(NC(=O)c2cc(S(=O)(=O)N3CCc4ccccc4C3)ccc2F)c1	4	0.1
29	COc1ccc(OCCNC(=O)c2ccc(C)cc2)cc1	8	0.0
30	Cc1ccc2oc(C(=O)NCCc3ccc(S(N)(=O)=O)cc3)c(C)c2c1	14	0.8
31	O=C(Nc1nc2ccc([N+](=O)[O-])cc2s1)c1cccc(Oc2ccccc2)c1	-8	-0.2
32	C=CCOc1ccc(/C(O)=C2/C(=O)C(=O)N(CCN3CCOCC3)C2c2ccc(Br)cc2)c(C)c1 (configuration not stated)	13	0.1
33	Cc1cccc(N(S(=O)(=O)c2ccc(F)cc2)S(=O)(=O)c2ccc(F)cc2)n1	6	0.0
34	Cc1ccc(-n2cc(CN3CCN4C(=O)[C@@H]5CCCN5C(=O)[C@H]4C3)cn2)cc1	5	-0.1
35	Cc1nc2ccccc2n1CC(O)COc1ccc(C(C)C)cc1 (configuration not stated)	-3	-0.1
36	CCOC(=O)/C(C#N)=C\NNC(=O)Cc1ccc([N+](=O)[O-])cc1	2	-0.2

no.	TEAD-YAP inh	GPR151 activ
25	9	1.0
26	-4	-0.2
27	5	-0.5
28	2	-0.4
29	-14	0.0
30	9	-1.5
31	6	-0.1
32	-2	1.2
33	-3	0.7
34	1	-0.8
35	48*	-0.4
36	-5	-0.2

Another view of part of the listing above.
(22) O=C(CNC(=S)N(Cc1ccccc1)Cc1cccs1)NCc1ccc(F)cc1
(26) CCCn1c(=S)[nH]c2ccc(O)cc2c1=O
(19) Cc1cccc(NC(=O)NC2(C(=O)NCc3ccco3)CCCCC2)c1
(33) Cc1cccc(N(S(=O)(=O)c2ccc(F)cc2)S(=O)(=O)c2ccc(F)cc2)n1
assay / entry | 22 | 26 | 19 | 33
MITF primary | 11 | 11 | -14 | 6
FBW7 act | 0.1 | 0.6 | 0.0 | 0.0
TEAD-YAP inh | 4 | -4 | -1 | -3
GPR151 activ | 2.2 | -0.2 | -0.7 | 0.7

(further entries)
no.	Compound	MITF primary	FBW7 act
37	C/C(=N/NS(C)(=O)=O)c1ccc2ccccc2c1	-3	0.1
38	CC1=C(C(=O)OC2CCC(C)CC2)C(c2ccc([N+](=O)[O-])cc2)NC(=O)N1 (configuration not stated)	12	-0.1
39	CN1CCN(c2cc(Nc3cccc(F)c3)c3c4c(onc24)-c2ccccc2C3=O)CC1	10	-0.5
40	Cc1ccc(-c2nn(CCc3ccccc3)c(=O)c3ccccc23)cc1	2	0.1
41	Cc1nnc(NC(=O)Cn2c(=O)oc3ccccc32)nc1C	1	0.0
42	CCOc1ccc(-n2cc(C(=O)Nc3ccc4c(c3)OCO4)c3cc(OC)c(OC)cc3c2=O)cc1	11	0.2
43	O=C(COc1ccccc1F)Nc1cccc(-c2nnc3n2CCCCC3)c1	3	0.4
44	COc1ccc(N(CC(=O)NCCc2ccc(Cl)cc2)S(=O)(=O)c2ccccc2)c(OC)c1	-8	-0.1
45	Cc1ccc2nc3c(cc(C#N)c(=O)n3-c3ccccc3C(F)(F)F)c(=O)n2c1	6	-0.1
46	Cc1ccc(CN2CCC3(CCC(CNC(=O)C4CCOCC4)O3)CC2)cc1C (configuration not stated)	-3	-0.1
47	Cn1cc(CN2CCc3ccc(NC(=O)C4CCCO4)cc3C2)c2ccccc21 (configuration not stated)	8	0.2
48	Cc1ccc(CCNC(=O)c2cc(=O)[nH]c3ccc(S(=O)(=O)N4CCCC4)cc23)cc1	-2	-0.1

no.	TEAD-YAP inh	GPR151 activ
37	-1	2.3
38	-15	0.2
39	7	0.7
40	8	-0.5
41	1	-0.4
42	22	1.2
43	5	4.4
44	5	-0.3
45	-1	0.3
46	-3	3.6
47	-11	0.6
48	10	0.6

Next section
no.	Compound	MITF primary	FBW7 act
49	CCOC(=O)c1c[nH]c2c(C)c(C)ccc2c1=O	9	0.3
50	CSC1=NC(=Nc2cccc(C)c2)C2(CCCCC2)N1c1cc([N+](=O)[O-])ccc1C	11	-0.1
51	Cc1ccc2oc(=O)c3cnn(CC(=O)NCCC(C)C)c3c2c1	16	0.3
52	CCOc1ccc(S(=O)(=O)Nc2cccc(Cl)c2)c2cccnc12	-6	0.1
53	CC(O)CNC(=O)C(=O)Nc1ccc2c(c1)OCO2 (configuration not stated)	23	0.1
54	CCOc1ccc(NC(=O)c2c(NC(=O)c3ccccc3Br)sc3c2CCC(C)C3)cc1 (configuration not stated)	1	0.0
55	COc1ccc(/C=C/C(=O)Oc2ccc([N+](=O)[O-])cc2)cc1	14	0.2
56	CCOC(=O)c1ccc(NC(=O)C(=O)NCCCO)cc1	-5	0.1
57	Cc1ccc(N(CC(=O)Nc2ccccc2Cl)S(C)(=O)=O)cc1Cl	-6	-0.1
58	CC(=O)Nc1ccc(Nc2cc(-c3csc4ccccc34)ncn2)cc1	-3	0.2
59	O=C(CCC1(Cc2ccco2)CCC(=O)N1)NCc1ccc(OC(F)(F)F)cc1 (configuration not stated)	3	0.6
60	Cc1ccc(C(=O)C2CCN(CC(=O)NCc3ccc(F)cc3)CC2)cc1	2	-0.2

no.	TEAD-YAP inh	GPR151 activ
49	-2	0.4
50	-3	-0.4
51	1	-0.1
52	-11	-1.2
53	-39	0.3
54	2	0.1
55	0	-0.5
56	-11	1.2
57	9	2.7
58	-41	0.2
59	1	0.5
60	4	0.2

Remaining list, next part.
no.	Compound	MITF primary	FBW7 act
61	O=C(/C=C/c1ccc(-c2ccc(Cl)c(Cl)c2)o1)c1ccc(F)cc1	0	0.0
62	CSCCC(NC(=O)c1ccco1)C(=O)NNC(=O)c1ccc2c(c1)OCO2 (configuration not stated)	7	0.1
63	CC(C)S(=O)(=O)/C(Cl)=C(\Cl)C(=O)Nc1ccccc1Cl	24	0.1
64	Cc1cccc(NC(=O)c2cc3c(=O)n4cccc(C)c4nc3n2C)c1C	15	-0.3
65	CCc1nccn1CCC(=O)N1CCCC(CCC(=O)N(C)CCc2ccccn2)C1 (configuration not stated)	-3	0.0
66	O=C1c2cccc3cccc(c23)N1CN1CCN(c2ccc(F)cc2)CC1	9	0.3
67	COc1ccc(OCC(=O)NCC(F)(F)F)c([N+](=O)[O-])c1	11	0.0
68	CC(Oc1ccc(Br)cc1)C(=O)NNC(=O)c1cc2cc(Br)ccc2oc1=O (configuration not stated)	-5	0.1
69	Fc1cccc(-c2nnc3ccc(SCc4ccccn4)nn23)c1	16	0.2
70	CCS(=O)(=O)N1CCCC(C(=O)NCc2ccccn2)C1 (configuration not stated)	12	-0.1
71	CCOC(=O)c1cnc2c(C)cc(Cl)cc2c1Nc1cccc(OC)c1	14	0.7
72	COC(=O)N1CCN(CCNC(=O)NCc2ccc(OC)c(OC)c2)CC1	5	-0.1
73	Cc1ccccc1C(=O)NNC(=O)Cc1cccc2ccccc12	-3	0.8
74	CC1CCN(C(=O)CSc2nc3ccccc3c(=O)n2CC2COc3ccccc3O2)CC1 (configuration not stated)	5	0.1
75	O=C1CC(c2ccc(OCc3ccccc3)cc2)C2=C(CCCC2=O)N1 (configuration not stated)	5	-0.3

no.	TEAD-YAP inh	GPR151 activ
61	8	0.5
62	-2	0.0
63	95*	-2.6
64	-1	0.0
65	2	0.6
66	-4	-0.9
67	0	1.1
68	4	-1.0
69	12	0.4
70	-1	0.0
71	0	-1.9
72	4	-0.5
73	5	-1.4
74	-5	1.3
75	-3	0.7

Reformatted: entries from further up
68. CC(Oc1ccc(Br)cc1)C(=O)NNC(=O)c1cc2cc(Br)ccc2oc1=O (configuration not stated)
69. Fc1cccc(-c2nnc3ccc(SCc4ccccn4)nn23)c1
70. CCS(=O)(=O)N1CCCC(C(=O)NCc2ccccn2)C1 (configuration not stated)
71. CCOC(=O)c1cnc2c(C)cc(Cl)cc2c1Nc1cccc(OC)c1
72. COC(=O)N1CCN(CCNC(=O)NCc2ccc(OC)c(OC)c2)CC1
73. Cc1ccccc1C(=O)NNC(=O)Cc1cccc2ccccc12
74. CC1CCN(C(=O)CSc2nc3ccccc3c(=O)n2CC2COc3ccccc3O2)CC1 (configuration not stated)

entry no. | 68 | 69 | 70 | 71 | 72 | 73 | 74
MITF primary | -5 | 16 | 12 | 14 | 5 | -3 | 5
FBW7 act | 0.1 | 0.2 | -0.1 | 0.7 | -0.1 | 0.8 | 0.1
TEAD-YAP inh | 4 | 12 | -1 | 0 | 4 | 5 | -5
GPR151 activ | -1.0 | 0.4 | 0.0 | -1.9 | -0.5 | -1.4 | 1.3
